From PubChem
Nrf2 inh – blocks Nrf2 signaling; A549 ARE-Fluc reporter, luciferase luminescence, 18-24 h; 2.1% of 360,000 active; Potency, µM (series often up to 46 µM), for the others: top-dose activity change, negative = inhibition, actives largely listed as inhibitors; also: % is scaled to controls: 0 for no effect and ±100 for the full control effect; nearly all actives have a fitted effect of over 60% in size
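A549 ARE_Fluc cells (5000/well, 5% FBS OPTI-MEM) pre-incubated 2 h, then treated with compounds 18-24 h at 37C/5% CO2 in concentration-response. CellTiter-Fluor viability read first; BugLite luciferase luminescence after 15 min at room temperature gives Nrf2 activity.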
S2 tox – reduces viability in counter-screen for ATXN expression inhibitors. 0.49% of 400,000 active. S2 cells (HEK-293 line with an ATXN2-luciferase reporter) viability, CellTiter-Fluor protease fluorescence, 24 h. Potency, µM (highest dose often 56.7 µM), most hits filed as cytotoxic; also: nearly all actives have a fitted effect of over 40% in size
HepG2 viability – kills HepG2 cells in TGF-b inhibitor counter-screen; HepG2 CAGA-GFP viability, ATP luminescence, 18 h; Potency, µM (doses to about 46.1 µM), without a hit: at the top dose activity change, negative = cytotoxicity, actives largely listed as cytotoxic; 0.76% of 410,000 active; also: some results filed as inactive show a strong effect at the top dose
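CellTiter-Glo luminescence gave cytotoxicity after 18 hours at 37 degrees C. The cells were HepG2 CAGA-GFP in 1% FBS DMEM, stimulated with 500 pg/mL TGF-beta after compound addition. %Activity was normalised to no-cell wells (complete cell-killing) and DMSO (no toxicity), and curves were fitted and classified.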
ATXN2 expr inh – inhibitors of ATXN2 expression; AID 1745845; Potency, µM (series often up to 57 µM), without a hit: at the highest dose activity change, negative = inhibition, hits mostly inhibitors; 0.72% of 360,000 active; HEK-293 ATXN2-luciferase reporter, luminescence, 24 h; also: % is scaled to controls: 0 for no effect and ±100 for the full control effect; nearly all actives have a fitted effect of over 55% in size
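qHTS (up to 57 uM final) was run with 24 h compound exposure of reporter cells at 37 °C. Each well was multiplexed: SteadyGlo luminescence measured ATXN2-luciferase expression after a fluorogenic Gly-Phe-AFC viability readout (25 uM final).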
A549 tox – counter-screen for Nrf2 inhibitors: cytotoxicity in A549 cells | AID 504648 | Potency, µM (titrated, usually from 46 µM), inactives show top-dose activity change, negative = cytotoxicity, most hits filed as inhibitors | A549 ARE-Fluc cells, CellTiter-Fluor viability, 18-24 h | 0.16% of 390,000 active; also: % is scaled to controls: 0 for no effect and ±100 for the full control effect
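A549 ARE-Fluc cells in 5% FBS OPTI-MEM, 5000 cells/well, rested 2 h then exposed to compounds in concentration-response for 18-24 h at 37 °C. Viability by CellTiter-Fluor fluorescence (Ex 405/Em 525) after 30 min; luciferase luminescence (BugLite, 15 min, RT) read afterwards.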
EPAC2 antagonist – EPAC2 (human) antagonism | AID 720708 | Q8WZA2 | EPAC2 GEF exchange of Rap1B-BODIPY-GDP, fluorescence | Potency, µM (series often up to 114 µM), without a hit: at the top dose activity, negative = inhibition, actives largely listed as inhibitors | 0.18% of 360,000 active; also: % is scaled to controls: 0 for no effect and ±100 for the full control effect; nearly all actives have a fitted effect of over 45% in size; many of its hits are not listed in these tables
Target sequence (Q8WZA2 whole entry, looked up): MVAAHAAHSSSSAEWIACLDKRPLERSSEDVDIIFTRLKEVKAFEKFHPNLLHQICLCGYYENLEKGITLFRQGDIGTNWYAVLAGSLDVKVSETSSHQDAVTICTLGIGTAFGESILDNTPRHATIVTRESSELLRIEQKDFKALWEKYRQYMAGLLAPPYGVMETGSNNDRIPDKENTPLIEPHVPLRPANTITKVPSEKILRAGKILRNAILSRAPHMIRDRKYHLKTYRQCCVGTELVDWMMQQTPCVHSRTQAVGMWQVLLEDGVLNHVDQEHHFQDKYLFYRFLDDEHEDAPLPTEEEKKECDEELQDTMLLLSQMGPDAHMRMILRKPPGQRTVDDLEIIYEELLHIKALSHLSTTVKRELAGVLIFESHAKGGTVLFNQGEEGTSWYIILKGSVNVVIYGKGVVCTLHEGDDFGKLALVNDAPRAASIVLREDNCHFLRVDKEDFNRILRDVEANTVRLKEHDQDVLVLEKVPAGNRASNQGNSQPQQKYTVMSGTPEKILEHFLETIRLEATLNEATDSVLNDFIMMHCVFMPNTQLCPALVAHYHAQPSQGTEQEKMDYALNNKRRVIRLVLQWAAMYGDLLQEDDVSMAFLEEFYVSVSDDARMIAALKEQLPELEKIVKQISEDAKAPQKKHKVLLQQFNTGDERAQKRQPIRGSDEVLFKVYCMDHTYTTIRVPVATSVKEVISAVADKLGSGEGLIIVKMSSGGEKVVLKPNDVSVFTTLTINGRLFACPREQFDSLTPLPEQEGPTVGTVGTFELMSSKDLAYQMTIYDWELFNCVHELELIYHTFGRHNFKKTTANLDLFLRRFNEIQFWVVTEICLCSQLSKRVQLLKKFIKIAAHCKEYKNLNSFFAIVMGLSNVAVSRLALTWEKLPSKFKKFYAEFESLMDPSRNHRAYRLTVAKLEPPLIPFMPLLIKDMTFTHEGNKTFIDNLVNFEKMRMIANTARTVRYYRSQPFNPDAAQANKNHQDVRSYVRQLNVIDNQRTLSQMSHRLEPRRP
TGFb inhibitor – TGF-b pathway inhibition. HepG2 CAGA-GFP TGF-b/SMAD3 reporter, GFP fluorescence, 18 h; TGF-beta stimulated, 500 pg/mL final. Potency, µM (series often up to 46.1 µM), inactives show top-dose activity, negative = inhibition, most hits filed as inhibitors. 1.2% of 410,000 active. AID 588855; also: % is scaled to controls: 0 for no effect and ±100 for the full control effect; nearly all actives have a fitted effect of over 65% in size
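HEPG2 CAGA-GFP cells (1000/well, DMEM with 1% FBS) were pre-incubated 2 h at 37 degrees C, given compound by pin tool, then stimulated with TGF-beta at 500 pg/mL final for 18 h before per-cell GFP fluorescence imaging.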
MCF10A rereplic – inducers of DNA re-replication in MCF 10A breast cells | MCF 10A DNA re-replication, Hoechst nuclear intensity, 48 h | Potency, µM (doses to about 46.1 µM), for inactives: at the highest dose activity, positive = re-replication, usual class: activators | 2.9% of 350,000 active; also: % of control where 0% means no effect; nearly all actives have a fitted effect of over 50% in size
Nrf2 activator – Nrf2 pathway activation. Potency, µM (top dose mostly 46.1 µM), inactives show top-dose activation, hits mostly activators. AID 624171. 0.31% of 410,000 active. AREc32 ARE-luciferase reporter (MCF7-derived line), luminescence, 24 h; also: % of control where 0% means no effect; nearly all actives have a fitted effect of over 65% in size
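Luminescent ARE reporter assay in AREc32_Fluc cells: overnight plating at 37 deg C, 24 hr compound incubation, Steady-Glo added, 30 min RT before reading.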
An asterisk follows results filed as active; i = inactive; ? = inconclusive; nt = no result given; & = joins results of further samples; [ ] = another dose, or the depositor's remark. Calls follow the shape of the dose curve; as a rule, active = well fitted curve in the direction sought with a large enough effect; inconclusive = small, poorly fitted or top-dose-only effect, or another doubt; inactive = no such curve, though single readings can be large; an effect the other way counts as inactive or inconclusive. Potency is read from the fitted curve at half-maximal effect. Not all compounds are listed; rates above refer to the full screens.

The opening 4 entries as a preview:
Sequence of screens – Nrf2 inh	S2 tox	HepG2 viability	ATXN2 expr inh	A549 tox	EPAC2 antagonist	TGFb inhibitor	MCF10A rereplic	Nrf2 activator
O=C(CSc1nnc(CNc2ccc(F)cc2)o1)N1CCN(C(=O)c2ccco2)CC1
  -26%	i	10%	1%	2%	6%	-1%	2%	-0.7%
Cc1c(C(=O)NC2CCCc3ccccc32)oc2ccc(S(=O)(=O)N3CCCC3)cc12 (configuration not stated)
  3%	i	-3%	-13%	13%	0%	4%	15%	0.0%
Cc1ccc(C(=O)NN=C2CCCC2)cc1C
  26%	i	5%	15%	1%	-1%	-14%	14%	-0.1%
O=C(CSc1n[nH]c(=O)n1C1CC1)Nc1cc(Cl)ccc1Oc1ccccc1
  18µM*	i	-26%	-29%	?	-5%	-13%	?	-0.6%

Main list, repeating the preview:
Sequence of screens – Nrf2 inh	S2 tox	HepG2 viability	ATXN2 expr inh	A549 tox	EPAC2 antagonist	TGFb inhibitor	MCF10A rereplic	Nrf2 activator
O=C(CSc1nnc(CNc2ccc(F)cc2)o1)N1CCN(C(=O)c2ccco2)CC1
  -26%	i	10%	1%	2%	6%	-1%	2%	-0.7%
Cc1c(C(=O)NC2CCCc3ccccc32)oc2ccc(S(=O)(=O)N3CCCC3)cc12 (configuration not stated)
  3%	i	-3%	-13%	13%	0%	4%	15%	0.0%
Cc1ccc(C(=O)NN=C2CCCC2)cc1C
  26%	i	5%	15%	1%	-1%	-14%	14%	-0.1%
O=C(CSc1n[nH]c(=O)n1C1CC1)Nc1cc(Cl)ccc1Oc1ccccc1
  18µM*	i	-26%	-29%	?	-5%	-13%	?	-0.6%
Cc1cccc(OCC(=O)NC(Cc2c[nH]c3ccccc23)C(=O)O)c1C (configuration not stated)
  1%&3%	i	10%&-19%	0%&3%	-4%&2%	-3%	6%&1%	-2%	-0.6%&0.0%
CCn1c(=S)[nH]c2c(c1=O)C(C)(C)Cc1ccccc1-2
  -17%	?	-1%	-5%	0%	0%	-13%	?	0.3%
COc1ccc(OC)c(/C=N/NC(=O)C(=O)N/N=C/c2cc(OC)ccc2OC)c1
  -8%	i	21%	-5%	-4%	-6%	-5%	14%	-0.1%
Cn1nccc1NC(=O)Nc1cccc(Cl)c1
  -2%	i	-9%	-8%	-1%	-5%	-5%	1%	-0.4%
O=C(c1cc(S(=O)(=O)NCc2ccco2)ccc1Br)N1CCOCC1
  16%	i	-20%	0%	1%	2%	-5%	-1%	-0.5%
COC(=O)N1CCCc2cc(S(=O)(=O)NCc3ccccc3)ccc21
  23µM*	i	-24%	-2%	-8%	nt	9%	nt	2.9%

Carrying on.
Sequence of screens – Nrf2 inh	S2 tox	HepG2 viability	ATXN2 expr inh	A549 tox	EPAC2 antagonist	TGFb inhibitor	MCF10A rereplic	Nrf2 activator
Cc1ccc(C(=O)C(C)OC(=O)CNS(=O)(=O)c2ccc(C)cc2)cc1 (configuration not stated)
  1%	i	9%	2%	0%	-1%	0%	0%	-2.1%
O=C(CC1Nc2ccccc2NC1=O)NCCCN1CCCCCC1 (configuration not stated)
  5%	i	17%	-15%	-3%	8%	-1%	-5%	-0.1%
O=C(COc1ccc(S(=O)(=O)NC2CCCCC2)cc1)NCc1cccnc1
  3%	i	10%	-21%	4%	5%	2%	-2%	0.1%
COc1ccc(-c2c(C(=O)c3ccccc3)[nH]c(N)c2C(N)=O)cc1OC
  nt	i	nt	42%[activator]	nt	1%	nt	nt	-0.5%
CCCCOC(=O)c1ccc(NC(=O)c2cc(-c3ccccc3)on2)cc1
  2%	i	5%	8%	-1%	nt	-15%	nt	-1.0%
CN(Cc1c(F)cccc1Cl)C(=O)C1CC(=O)N(CCc2ccccc2)C1 (configuration not stated)
  -8%	i	4%	42%[activator]	-5%	5%	0%	-2%	0.1%
CC(C)N(Cc1ccccc1)C(=O)CN1C(=O)NC2(CCCc3ccccc32)C1=O (configuration not stated)
  ?	i	-24%	-11%	12%	8%	-17%	-26%	-1.0%
COc1ccc(NC(=O)CN(c2cccc(C(F)(F)F)c2)S(C)(=O)=O)cc1OC
  -15%	i	-14%	-4%	-3%	-8%	-4%	4%	0.2%
Cc1ccc(S(=O)(=O)Nc2nc3ccccc3nc2Nc2cccc(S(=O)(=O)N3CCCC3)c2)cc1
  9.2µM*	?	-42%	?	-13%	-16%	43%[activator]	21µM*	-0.5%
Cc1cc(N(C(=O)c2ccco2)C(C(=O)NC2CCCCC2)c2ccccc2)ccc1-n1cnnn1 (configuration not stated)
  8%	i	-1%	-1%	-2%	12%	36%[activator]	?	0.5%

Next results:
Sequence of screens – Nrf2 inh	S2 tox	HepG2 viability	ATXN2 expr inh	A549 tox	EPAC2 antagonist	TGFb inhibitor	MCF10A rereplic	Nrf2 activator
Cc1ccc(S(=O)(=O)N2CCN(C(=O)c3cc(=O)c4ccccc4o3)CC2)cc1
  -7%	i	-16%	-8%	-2%	0%	0%	8%	?
CCN(/N=C/c1ccccc1)c1cc(=O)n(C)c(=O)[nH]1
  -5%	i	-1%	1%	1%	0%	0%	-8%	-2.0%
CC(C)CNc1nc(NC(C)(C)C)nc(Oc2ccc(=O)n(-c3ccccc3)n2)n1
  ?	nt	-26%	nt	-3%	nt	?	nt	0.0%
COc1ccc2c(c1)CCc1sc(NC(=O)c3ccc(Cl)cc3)nc1-2
  ?	nt	-22%	nt	-8%	nt	?	nt	3.9%
CCOC(=O)c1cc(C)nc(S(C)(=O)=O)c1C#N
  ?	i	-22%	70%[activator]	?	-8%	?	?	?
COC(=O)CC(NC(=O)CN1CCN(c2ccc(F)cc2)CC1)c1cccc(F)c1 (configuration not stated)
  -2%	i	-17%	-5%	1%	4%	0%	8%	3.5%
COc1ccc(OCCN(C)CC(=O)Nc2ccccc2SC)cc1
  ?	i	2%	-13%	-3%	-11%	-7%	3%	-0.1%
O=C(COc1ccccc1Cl)N1CCN(c2ccc([N+](=O)[O-])c(N3CCCCC3)c2)CC1
  ?	?	-6%	-8%	4%	1%	4%	-3%	0.1%
O=C(COc1ccc(Br)cc1)NCCNC(=O)c1ccncc1
  6%	i	-1%	-3%	5%	10%	8%	-2%	-0.8%
Cc1cccc(CS(=O)(=O)Cc2ccc(C(=O)NCc3ccc(F)cc3)o2)c1
  nt	nt	-21%	nt	-8%	nt	?	nt	0.3%

Later entries:
Sequence of screens – Nrf2 inh	S2 tox	HepG2 viability	ATXN2 expr inh	A549 tox	EPAC2 antagonist	TGFb inhibitor	MCF10A rereplic	Nrf2 activator
O=C(NCCS(=O)(=O)N1CCCC1)c1ccccc1
  5%	i	-7%	-15%	8%	-5%	5%	0%	-0.2%
COc1ccc(N2CCN(C(=O)COC(=O)c3cccc(OC)c3O)CC2)cc1
  2%	i	-1%	-7%	1%	3%	9%	1%	-0.4%
COC(=O)c1ccc(CSC(=N)N)o1
  ?	?	-21%	?	-14%	11%	0%	?	21%
O=C(CCSc1nc(-c2ccco2)cc(C(F)(F)F)n1)NCCc1ccccc1
  -28%	i	-28%	1%	4%	-1%	?	?	0.2%
COCCCNC(=O)C[C@H]1C[C@H](C(=O)N2CCOCC2)[C@@]2(C)c3[nH]c4ccc(Cl)cc4c3CCN2C1=O
  18%	i	10%	6%	-1%	13%	-21%	-5%	0.4%
O=C(Oc1ccc(N(C(=O)c2ccncc2)S(=O)(=O)c2ccc(F)cc2)cc1)c1ccncc1
  1%	i	-2%	-11%	-6%	-14%	6%	17%	0.0%
CN1C(=O)[C@H]2[C@@H](c3ccc(C(F)(F)F)cc3)N[C@]3(CCCN(Cc4ccc(Br)cc4)C3=O)[C@H]2C1=O
  nt	?	2%	2%	nt	-27%	-3%	nt	-0.2%
CCc1ccccc1NC(=O)Cn1nnc(C(=O)NCc2cccc(OC)c2)c1N
  -3%&0%	i	9%&1%	nt	2%&-8%	-1%	11%&-4%	7.3µM*	-1.8%&-0.5%
Cc1cccc(Nc2sc(C(=O)c3cc4cc(Cl)ccc4o3)c(N)c2C#N)c1
  -3%	i	-5%	nt	-8%	4%	8%	0%	-0.2%
CC(=O)Nc1ccc(NS(=O)(=O)c2cc(Cl)sc2Cl)cc1
  1%	i	-14%	3%	-5%	-9%	0%	1%	-0.1%

Other results:
Sequence of screens – Nrf2 inh	S2 tox	HepG2 viability	ATXN2 expr inh	A549 tox	EPAC2 antagonist	TGFb inhibitor	MCF10A rereplic	Nrf2 activator
Cc1ccc(CN2CCN(CC(=O)NCc3ccccc3)CC2)cc1
  -9%	i	-12%	0%	2%	0%	1%	0%	-0.9%
O=C(O)CC(c1ccccc1)n1cnnn1 (configuration not stated)
  -4%	i	1%	-2%	0%	-5%	-1%	15%	-0.3%
Cc1ccsc1/C=N/NC(=O)c1cccs1
  13%	i	-5%	69%[activator]	-4%	10%	13%	-1%	26%
CC1(C)Oc2c(ccc(O)c2CN2CCOCC2)C2=C1CCCC2
  8%	i	-11%	7%	2%	-1%	0%	24%	9.6%
Cc1cc(C)c2nc(N3CCC(C(=O)NCC4CCCO4)CC3)sc2c1 (configuration not stated)
  1%	i	-13%	2%	-3%	-4%	-5%	?	3.9%
CCCn1cnc2c(sc3nc4c(cc32)CSC(C)(C)C4)c1=O
  ?	i	-20%	61%[activator]	-1%	-1%	2%	-7%	1.0%
COc1ccc([C@@H]2[C@@H]3C(=O)N(C(C)(C)C)C(=O)[C@@H]3[C@]3(Cc4ccc(Cl)cc4)C(=O)N(c4cccc(Br)c4)C(=O)N23)cc1
  13%	i	-12%	9%	-10%	-11%	-21%	-1%	-0.1%
CCc1ccc(CNC(=O)c2ccc(-n3c(C)cc4c3CCC(C)C4)cc2)cc1 (configuration not stated)
  -8%	?	-31%	-9%	10%	nt	1%	nt	?
O=C(CSc1nnc2c(n1)[nH]c1ccccc12)NCc1ccco1
  ?	i	-23%	nt	6%	-7%	-13%	2%	?
